Assay outcomes from PubChem.
SKN-1 block: suppressors of acrylamide-induced Pgst-4::GFP reporter in worms, primary screen, SKN-1 inhibitor project, whole organism, uHTS, GFP/RFP fluorescence ratio, strain VP596 | C. elegans VP596 Pgst-4::GFP/RFP ratio, 24 h | inhibition, % at 21.8 µM | hit rate 0.49% among 360,000 | AID 624304, 2012;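 active = interference check ratio from 0.5 to 1.5 plus GFP to RFP signal ratio inhibition reaching or exceeding a fixed threshold, cut at about 30% in these data, passing the limit was not always enough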; also: some compounds called inactive have numbers as strong as hits
NadD inh: inhibitors of S. aureus NadD, primary screen, biochemical, colorimetric, uHTS | Nicotinate-nucleotide adenylyltransferase NadD (Staphylococcus aureus N315) | purified NadD enzyme, colorimetric absorbance read-out | inhibition, % at 20 µM | hit rate 0.78% among 360,000 | AID 602399, 2012; in the data active = inhibition above about 26%; also: some compounds past the cut are filed as inactive
MT1-MMP act inh: blockers of MT1-MMP proenzyme processing, primary screen, HT1080 RFP-PRO-GFP cells, GFP/RFP fluorescence; Matrix metalloproteinase-14 (Homo sapiens), P50281; GFP/RFP ratio fluorescence, overnight; percent of plate control window, DMSO zero; GFP/RFP ratio change, % at 20 µM; hit rate 0.061% among 360,000; AID 651647, 2012;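 active = GFP/RFP ratio change of at least 30% with cell ATP level not reduced by more than half and red fluorescence within 50% of control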; also: strong numbers were not always called active
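Assay system: HT1080 RFP-PRO-GFP cells | Dosing: 20 µM single dose, 1% DMSO | Incubation: Cells overnight before dosing, compound overnight, 37 °C, 5% CO2 | Evaluation: GFP/RFP fluorescence ratio | Control set: DMSO-only wells and HT1080 RFP-L50D-GFP cell wells as references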
Rpn11 block: Rpn11 (PSMD14) deubiquitinase inhibitors, primary screen, biochemical, fluorescence polarization, uHTS; 26S proteasome non-ATPase regulatory subunit 14 (Homo sapiens), O00487; human 26S proteasome, Ub4-pepOG fluorescence polarization; 20S core pre-blocked with epoxomicin; calls only at 20 µM; hit rate 0.59% among 360,000; AID 588493, 2011;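 active = inhibition at 20 µM, scaled to each plate's controls, above about 33%, limit read from the data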
SUMO1 PPI mod: modulators of SUMO1 protein-protein interactions, primary screen, biochemical, uHTS; Small ubiquitin-related modifier 1 (Homo sapiens), P63165; SUMO1 binding to a labelled peptide, TR-FRET, 1 h; inhibition, % at 20 µM; hit rate 0.33% among 360,000; AID 602429, 2012; in the data active = inhibition above about 37%
STEP block: STEP phosphatase inhibitors, primary screen, biochemical, fluorescence intensity, uHTS. Tyrosine-protein phosphatase non-receptor type 5 (Homo sapiens), P54829. recombinant STEP, OMFP fluorogenic substrate. inhibition, % at 20 µM. hit rate 0.25% among 360,000. AID 588621, 2011;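 active = inhibition at 20 µM, scaled per plate between control wells, above about 37%, limit read from the data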;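 also: 0% = DMSO with enzyme and substrate and 100% = substrate only without enzyme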
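System: isolated STEP enzyme; schedule: 20 min enzyme reaction at room temperature, protected from light; medium: Bis-Tris buffer pH 6.0, 2.5 mM DTT, 0.005% Tween 20; signal: fluorescence, 480/540 nm; dosing: single compound dose of 20 µM, 1% DMSO final; also added: OMFP substrate, 25 µM final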
DNMT1 inh: human DNMT1 methyltransferase inhibitors, primary screen, biochemical, molecular beacon, fluorescence, HinP1I cleavage, uHTS; DNA (cytosine-5)-methyltransferase 1 (Homo sapiens), P26358; inhibition (reported as % activation of signal), % at 10 µM; hit rate 0.83% among 360,000; AID 588458, 2011; in the data active = inhibition above about 50%
Target sequence (P26358 504-1616 limits assumed): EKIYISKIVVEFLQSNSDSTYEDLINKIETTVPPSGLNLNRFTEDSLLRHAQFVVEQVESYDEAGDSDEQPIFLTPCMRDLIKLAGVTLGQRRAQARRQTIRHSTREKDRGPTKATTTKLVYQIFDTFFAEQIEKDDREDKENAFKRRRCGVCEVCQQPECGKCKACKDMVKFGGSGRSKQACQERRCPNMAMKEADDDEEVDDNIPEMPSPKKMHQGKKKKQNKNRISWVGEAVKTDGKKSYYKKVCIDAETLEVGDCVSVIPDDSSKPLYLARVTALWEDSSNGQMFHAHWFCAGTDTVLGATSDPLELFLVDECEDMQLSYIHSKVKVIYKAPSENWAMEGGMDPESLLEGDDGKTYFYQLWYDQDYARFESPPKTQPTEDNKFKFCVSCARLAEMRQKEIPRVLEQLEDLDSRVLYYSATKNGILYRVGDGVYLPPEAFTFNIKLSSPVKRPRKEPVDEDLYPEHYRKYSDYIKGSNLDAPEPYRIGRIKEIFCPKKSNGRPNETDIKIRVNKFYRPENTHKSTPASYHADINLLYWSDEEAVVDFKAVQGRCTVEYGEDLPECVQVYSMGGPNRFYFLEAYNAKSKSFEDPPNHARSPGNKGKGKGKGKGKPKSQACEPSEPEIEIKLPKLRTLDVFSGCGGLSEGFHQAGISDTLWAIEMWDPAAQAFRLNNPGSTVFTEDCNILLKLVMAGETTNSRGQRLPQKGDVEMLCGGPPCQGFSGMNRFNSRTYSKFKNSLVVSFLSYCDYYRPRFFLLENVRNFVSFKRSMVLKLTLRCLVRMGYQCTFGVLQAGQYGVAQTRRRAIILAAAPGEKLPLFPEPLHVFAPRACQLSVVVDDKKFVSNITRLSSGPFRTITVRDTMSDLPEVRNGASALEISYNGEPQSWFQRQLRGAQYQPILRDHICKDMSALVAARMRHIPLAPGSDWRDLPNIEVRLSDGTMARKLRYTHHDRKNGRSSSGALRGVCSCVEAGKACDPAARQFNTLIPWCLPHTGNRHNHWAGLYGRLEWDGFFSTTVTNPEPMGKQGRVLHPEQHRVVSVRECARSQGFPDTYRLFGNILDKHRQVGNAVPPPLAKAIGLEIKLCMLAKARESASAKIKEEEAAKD
NRP1-CendR mod: modulators of CendR peptide binding to NRP-1, primary screen, biochemical, fluorescence polarization, uHTS; FAM-RPARPAR peptide binding to NRP-1; hit rate 0.85% among 360,000; AID 602438, 2012; Neuropilin-1 (Homo sapiens), O14786; inhibition, % at 25 µM;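 active = inhibition or corrected inhibition above about 18%, plus a signal ratio from 0.5 to 1.5, limit read from the data, passing the limit was not always enough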; also: strong numbers were not always called active
LMPTP block: LMPTP phosphatase inhibitors, primary screen, biochemical, fluorescence intensity, uHTS. hit rate 0.22% among 360,000. AID 651560, 2012. recombinant LMPTP-A, OMFP fluorogenic substrate. inhibition, % at 20 µM;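 active = compounds that cut the enzyme signal by at least half of the control window in the single-dose screen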;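 also: plate controls were DMSO wells with enzyme plus substrate for no effect and substrate without enzyme for full effect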
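Test system – LMPTP-A phosphatase enzyme · Quantity – 0.625 nM LMPTP-A final · Reagent – OMFP substrate, 400 µM final · Dosing – one test concentration per compound, 20 µM, with 3% DMSO overall · Timing – 50 min enzyme reaction at room temperature, protected from light · Detection – fluorescence intensity · Controls – substrate-only low control, DMSO enzyme-plus-substrate high control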
Scp1 inh: Scp-1 phosphatase inhibitors, primary screen, biochemical, colorimetric, uHTS | Carboxy-terminal domain RNA polymerase II polypeptide A small phosphatase 1 (Homo … | Recombinant Scp1, phosphopeptide, malachite green phosphate absorbance | inhibition, % at 20 µM | hit rate 0.88% among 340,000;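 active = inhibition above about 50% at 20 µM, limit read from the data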;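 also: plate controls were DMSO wells with enzyme for no effect and wells lacking enzyme for full effect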
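Test system – truncated SCP-1 phosphatase (76-261aa) · Reagent – Phosphorylated 17-residue peptide substrate · Incubation – 45 min room-temperature reaction, 5 min colour, 30 min stabiliser · Detection – colorimetric phosphate reagent with accelerator and stabiliser, absorbance at 630 nm · Measure – % inhibition at 20 µM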
The depositor's hits bear a star; i = inactive; . = no result given.

SMILES	SKN-1 block	NadD inh	MT1-MMP act inh	Rpn11 block	SUMO1 PPI mod	STEP block	DNMT1 inh	NRP1-CendR mod	LMPTP block	Scp1 inh
COc1ccc(NC(=O)CCS(=O)(=O)c2ccccc2Cl)cc1S(=O)(=O)Nc1ccc(Cl)cc1	-8	0	-7	i	2	0	-4	-4	2.0	-9
CC(=O)c1ccc(N2CCN(CC(O)c3ccccc3)CC2)cc1 (stereo not drawn)	7	2	2	i	1	-2	-1	7	-0.3	-3
COc1cccc(NC(=O)CN(C)C(=O)c2cc3c(s2)CCCCC3)c1	12	-5	1	i	1	1	-3	-16	2.0	-13
O=C(Cn1c(=O)oc2cc(S(=O)(=O)N3CCCCCC3)ccc21)NC1CCCCCCC1	-4	-4	-1	i	9	2	24	-4	2.1	101*
CCCCCN(C(=O)CCC(=O)OCC(=O)c1ccc(F)c(F)c1)c1c(N)n(CCCC)c(=O)[nH]c1=O	21	-2	-1	i	1	2	-2	-6	0.7	-2
COc1ccc(CNCC(O)(c2ccccc2)c2ccc(F)cc2)cc1 (stereo not drawn)	20	-5	6	i	2	2	0	5	-0.3	-9
CCOc1ccc(NC(=O)CN(C)C(=O)c2cc(S(=O)(=O)N(C)C)ccc2N2CCCC2)cc1OCC	4	-6	-1	i	1	3	-1	2	-0.6	-3
Cc1nn(CC(=O)Nc2cccc(C(F)(F)F)c2)c(=O)c2cccn12	6	-1	1	i	2	-3	0	-6	-2.2	-6
Cc1ccc(NC(=S)NC(NC(=O)c2ccccc2)C(Cl)(Cl)Cl)c(C)c1 (stereo not drawn)	10	10	-6	i	1	0	-7	-6	0.9	-27
Cc1cccc(CSc2nnc(C)c(=O)n2N)c1	-6	1	11	i	2	-1	4	-1	-0.3	-3
CC(C)(C)C(=O)CSc1nccc(=O)[nH]1	13	-9	6	i	5	-1	3	2	0.2	-4
CCC(=O)N1CCc2cc(S(=O)(=O)CCC(=O)O)ccc21	-14	-4	15	i	3	-1	10	-4	-1.2	-2
Cn1cnc(S(=O)(=O)Nc2cc(-c3ccc(Cl)cc3)nn2C)c1	12	-1	1	i	0	0	0	3	-2.6	-8
NNc1nnc2c3cc(F)ccc3n(Cc3ccccc3)c2n1	11	9	9	i	-17	2	-5	-3	0.1	-7
CCOc1ccc(S(=O)(=O)Nc2ccc(C(=O)N/N=C/c3c(C)nn(-c4ccccc4)c3N3CCCC3)cc2)cc1	-2	33*	-7	i	0	1	-17	21*	1.5	-4
COC(=O)c1ccc(NC(=O)C(=O)N2CCN(C(=S)Nc3ccc(C)cc3)CC2)cc1	8	-4	1	i	-2	0	-1	-7	-0.5	-7
COc1ccc(S(=O)(=O)Nc2cccc3c2O[C@H](CN(C)C(=O)NC(C)C)[C@@H](C)CN([C@H](C)CO)C3=O)cc1	-6	6	1	i	2	3	3	-8	0.1	2
O=C(NCCC(=O)N1CCN(S(=O)(=O)c2ccccc2)CC1)c1ccc(Br)cc1	8	-2	1	i	-2	0	1	-7	-0.5	3
CCc1nc2ccc(C(=O)NCCCN3CCCC3=O)cn2c1N(C)C(=O)Nc1ccccc1OC	-8	6	3	i	-5	1	1	4	-4.6	.
Cc1nn(S(=O)(=O)c2ccccc2)c(C)c1S(=O)(=O)N1CCOCC1	1	-5	2	i	-1	-1	3	2	-5.1	0
CC(C)Cc1nnc(NS(=O)(=O)c2ccc([N+](=O)[O-])cc2)s1	6	10	4	i	-26	-1	-4	0	-1.0	2
O=C(Nc1ccccc1Cl)c1cc(C2CCCN(C(=O)C3CCCCC3)C2)on1 (stereo not drawn)	3	-2	-6	i	-8	7	-3	-6	1.4	.
O=C(CCc1ccccc1)n1nc(-c2ccccc2)nc1NCc1ccco1	6	0	3	i	-2	-1	-1	1	3.2	-9
CC(NS(=O)(=O)c1ccc(Cl)c(Cl)c1)C(=O)Nc1cccnc1 (stereo not drawn)	-8	3	-2	i	2	0	-2	3	-0.3	0
CC1=CC(C)(C)N(S(=O)(=O)c2ccc(C)cc2)c2cc(C)ccc21	1	-3	5	i	0	4	2	2	3.6	-7
Cc1cc2c(OCC(O)CN3CCCC3)cccc2[nH]1 (stereo not drawn)	1	-2	0	i	-5	3	-3	-3	5.7	-7
Cc1ccc2c(c1)C(=O)CCCCC(=O)N2	-4	-2	0	i	1	2	1	-5	-0.5	-4
C[C@H](CCC(=O)O)[C@H]1CC[C@H]2[C@@H]3CC[C@@H]4C[C@H](O)CC[C@]4(C)[C@H]3CC[C@]12C	10	11	2	i	23	0	3	-83	2.0	58*
ON=C1c2ccccc2-c2ccc(F)cc21	8	-8	0	i	-27	-1	-6	-4	0.4	2
Cc1cccc(C2c3[nH]c4ccccc4c3CCN2C(=O)c2cc(C(C)C)nc(N)n2)n1 (stereo not drawn)	3	2	-2	i	-4	4	-3	4	0.6	-2

Record cards, from the list above. Order of values: SKN-1 block	NadD inh	MT1-MMP act inh	Rpn11 block	SUMO1 PPI mod	STEP block	DNMT1 inh	NRP1-CendR mod	LMPTP block	Scp1 inh
ON=C1c2ccccc2-c2ccc(F)cc21 in the list: 8	-8	0	i	-27	-1	-6	-4	0.4	2
CC(NS(=O)(=O)c1ccc(Cl)c(Cl)c1)C(=O)Nc1cccnc1 (stereo not drawn) in the list: -8	3	-2	i	2	0	-2	3	-0.3	0
C[C@H](CCC(=O)O)[C@H]1CC[C@H]2[C@@H]3CC[C@@H]4C[C@H](O)CC[C@]4(C)[C@H]3CC[C@]12C in the list: 10	11	2	i	23	0	3	-83	2.0	58*
O=C(CCc1ccccc1)n1nc(-c2ccccc2)nc1NCc1ccco1 in the list: 6	0	3	i	-2	-1	-1	1	3.2	-9

New compounds follow
SMILES	SKN-1 block	NadD inh	MT1-MMP act inh	Rpn11 block	SUMO1 PPI mod	STEP block	DNMT1 inh	NRP1-CendR mod	LMPTP block	Scp1 inh
CC1CCCCN1CCNC(=O)C1CCN(S(=O)(=O)N2CCCCC2)CC1 (stereo not drawn)	-5	-4	-9	i	0	3	1	2	-1.3	19
CCC(=O)c1ccc(OCC(=O)Nc2ccc(S(=O)(=O)Nc3cc(C)nc(C)n3)cc2)cc1	-6	4	-2	i	9	-2	3	-13	-1.2	-3
CN(C)c1nnnn1-c1ccc(OC(F)(F)F)cc1	-4	2	-1	i	3	-1	2	-4	-1.1	3
O=S1(=O)CC2N=C(N(Cc3ccc(F)cc3Cl)c3ccccc3F)SC2C1 (stereo not drawn)	7	1	2	i	0	1	-6	-2	-1.9	-5
O=C(Nc1ccccc1)Nc1ccccc1	1	-6	1	i	2	-1	4	-2	0.6	-4
CCOc1ccc(OCC(=O)N2CCOCC2)cc1	10	2	-5	i	18	3	2	-5	-3.4	-5
COc1ccc(NC(=O)CSc2nnc(C3CC3)n2C)cc1	14	-6	-4	i	0	-2	0	-6	-0.6	-9
CCS(=O)(=O)c1ccc2oc(Nc3ccc(OC)c(OC)c3)nc2c1	27	0	3	i	6	0	-1	-1	-0.8	-1
Cc1ccnc(SCCn2c(N3CC(C)CC(C)C3)nc3c2c(=O)n(C)c(=O)n3C)n1 (stereo not drawn)	-45	3	-2	i	5	0	4	1	-0.3	-3
Cc1ccc(/C=N/NC(=O)NC2CCCCC2)o1	2	1	1	i	-3	4	3	3	-1.5	-3
COc1ccc(Cc2nnc(NC(=O)c3c(-c4ccccc4)noc3C)s2)cc1	10	6	1	i	6	8	1	3	2.4	4
CCCCC(c1nnnn1Cc1ccco1)N1CCN(C(=O)c2ccco2)CC1 (stereo not drawn)	-11	-2	-2	i	1	1	-1	-29	-2.1	0
CCC(CC)c1nc(NCCC(=O)O)c2ccccc2n1	4	-4	2	i	2	-3	-2	2	3.4	-3
CNc1ccc(S(=O)(=O)NCC(=O)NCCCc2ccccc2)cc1[N+](=O)[O-]	11	0	1	i	-42	5	-1	15	1.0	1
N#C/C(=C\c1ccncc1)c1ccc(NC(N)=O)cc1	10	-1	-4	i	-26	2	-2	2	1.8	9
COc1ccc(CN(C)C(=O)C2CCN(S(=O)(=O)c3cccs3)CC2)cc1F	4	3	-2	i	2	0	3	-6	-0.7	-5
COc1ccc(CCN2C(=NC(=O)CCC(=O)O)SC3CS(=O)(=O)CC32)cc1OC (stereo not drawn)	-5	-5	0	i	2	3	2	11	-2.2	-1
Cc1ccc(NCc2nnc(SCC(=O)c3ccccc3)o2)c(C)c1	6	-3	-1	i	0	-1	5	0	0.2	-11
CNc1c(NC(=O)COc2ccc(Cl)cc2)c(=O)oc2ccccc12	23	-7	3	i	5	-1	2	2	-0.6	-9
CCOC(=O)c1[nH]c(COC(=O)CCOc2ccccc2OC)c(C(=O)OCC)c1C	23	-5	-4	i	1	2	10	-12	3.0	-7
CC1(C)Cc2ccccc2-c2c1c(=O)n(Cc1ccccc1)c1nnnn21	2	0	3	i	-1	-1	-4	1	2.4	-1
CCOC(=O)C1=C(C)NC(=O)NC1c1ccc(N2CCC(c3ccccc3)=N2)cc1 (stereo not drawn)	22	1	-8	.	-5	-2	-10	-126	1.9	-6
COC(=O)c1[nH]c(C)c(/C(O)=C2\C(=O)C(=O)N(CCN3CCOCC3)C2c2ccc(C)o2)c1C (stereo not drawn)	-4	3	3	i	0	2	-2	-6	-1.6	-7
CS(=O)(=O)N(Cc1ccc(C(=O)NN=C2CCCCCC2)cc1)c1ccccc1	-4	2	-7	i	-2	-1	-1	-10	0.0	4
COc1ccccc1N1CCN(c2cc(=O)n(-c3ccccc3Cl)c(=O)[nH]2)CC1	7	0	10	i	0	3	-10	9	-1.7	-6
CCOC(=O)/C(=C/c1ccc(OC(F)F)cc1)C1=Nn2c(nnc2-c2ccc(Cl)cc2)SC1	-14	3	-26	i	2	3	-4	3	3.1	-7
Cc1cccc(N(C)S(=O)(=O)c2ccc3c(c2)CCC(=O)N3)c1	-2	-1	-2	i	1	-1	-5	-9	0.4	3
